Compound activity: PubChem, National Center for Advancing Translational Sciences (NCATS)
Lipid storage S3 = qHTS Assay for Lipid Storage Modulators in Drosophila S3 Cells; Potency in µM for hits, for the others lipid storage change, negative = inhibition, % at the top dose, mostly 46.1 µM; AID 2685; 320,000 tested, 0.64% active; Drosophila S3 cells, BODIPY lipid droplet fluorescence, 18-24 h; cells fed with added oleic acid; active = well fitted inhibition curve with a large enough effect in the signal ratio, with a control signal flat, not every such curve was filed as active; inconclusive = small, poorly fitted or top-dose-only effect, or effect the other way, or a change in a side signal; the % refers to the signal ratio
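Drosophila S3 cells loaded with oleic acid (400 uM, as added) and compounds at several concentrations; lipid droplets imaged by 488-nm laser-scanning cytometry, 500–530 nm intensity and object ratio to cell channel. Percent activity normalized to 20 uM Triacsin C.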
Lipid storage S3 cell count max = further read-out of Lipid storage S3, marked with its call; cell number change, %; measured here: cell count max response;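 cells counted by Cell Tracker Red CMTPX staining in the red channel; peak over a dose series mostly up to 46.1 µM; percent activity relative to internal control wells on each plate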
The depositor's hits bear a star; i = inactive; ? = inconclusive; nt = not tested or not shown; [ ] = remark or other dose. % is set by controls: 0 for no effect and ±100 for the full control effect; potency is the fitted concentration of half-maximal effect. These rows are one share of the data; count on the stated rates, not on these rows.

SMILES	Lipid storage S3	Lipid storage S3 cell count max
O=C(CCCNS(=O)(=O)c1cccs1)N1CCN(c2ccc(F)cc2)CC1	i	nt
COc1ccccc1N=Nc1nc(-c2ccccc2)c(-c2ccccc2)[nH]1	?	nt
CN(c1ccccc1)S(=O)(=O)c1ccc(C(=O)NCC2CCCO2)cc1 (stereo not given)	?	nt
NC(=S)N/N=C/c1coc2ccc(Cl)cc2c1=O	?	nt
C/C(=N\NC(=S)Nc1cccc(C)c1)c1cccc(N)c1	?	nt
O=C(Nc1ccccc1)N1CCN(c2nc(-c3ccccc3)ns2)CC1	?	nt
CCc1nc2ccccc2n(CCOCCOCCn2c(=O)c(CC)nc3ccccc32)c1=O	?	nt
Cc1ccccc1[C@@]1(C)ON(c2ccccc2C(F)(F)F)C1=O	?	nt
O=C(COc1ccc(Cl)cc1Cl)NNC(=O)c1cccnc1	-30.8%	-3.8
CCC(NC(=O)Nc1ncccc1C)(C(F)(F)F)C(F)(F)F	22.7%	-4.2
Cc1ccc(C(=O)Nc2ccccc2C(=O)N2CCOCC2)cc1[N+](=O)[O-]	-34.6%	-9.8
CCOC(=O)C1C(C(=O)OCC)C1(c1ccccc1)c1ccccc1 (stereo not given)	13.7%	9.3
Cc1nc2ccccc2nc1OCC(=O)N1CCN(c2ccccc2)CC1	10.2%	nt
O=C(CSc1ccccn1)Nc1nncs1	5.3%	7.8
CCC(C(=O)N1CCN(c2ncccn2)CC1)c1ccccc1 (stereo not given)	7.8%	13.3
CCc1cccc(CC)c1NC(=O)/C(C#N)=C/c1ccccc1C(F)(F)F	?	nt
CN(C)c1nc(N)nc(CSc2nnnn2-c2ccc(C(=O)O)cc2)n1	?	nt
Cc1ccc(N2C(=O)CSC2c2cccs2)cc1 (stereo not given)	?	nt
CCOC(=O)c1ccc(-c2ccc(/C=C(\C#N)C(=O)NCc3cccs3)o2)cc1	?	nt
COc1cccc(CNC(=O)C2CCCN(c3ncnc4c3nc3n4CCCCC3)C2)c1 (stereo not given)	i	nt
CCCCn1c(NC(=O)c2ccccc2Cl)c(C#N)c2nc3ccccc3nc21	?	nt
Cc1cccc(NS(=O)(=O)c2ccc(C(=O)NCC3(N4CCCCC4)CCCCC3)cc2)c1C	20.2%	nt
O=C(N/N=C/c1cn(-c2ccccc2)nc1-c1cccs1)c1ccc(Cl)cc1	?	nt
C=CCNC(=O)c1cc(Cl)ccc1Cl	7.5%	-5.6
CCOC(=O)c1cnc(-c2ccccc2)nc1N1CC(C)OC(C)C1 (stereo not given)	12.4%	0.1
CCc1ccc(NC(=O)CSc2nnc(SCC(=O)Nc3ccc(CC)cc3)n2N)cc1	i	5.7
Cc1csc(NC(=O)c2cccc(S(=O)(=O)N3CCCCC3)c2)n1	?	nt
N#CC(c1ccccc1)c1ccc(C(=O)c2ccc(F)cc2)cc1 (stereo not given)	?	nt
Cc1cc2ccccc2n1CCNC(=O)c1ccc(S(=O)(=O)N2CCOCC2)cc1	i	-9.8
CCOC(=O)C1(C)C=C(Nc2ccc(OCC)cc2)C(=O)N1c1ccccc1 (stereo not given)	5.0%	-1.6
N#CC1(NC(=O)CSc2nnc(Nc3ccccc3F)s2)CCCC1	?	nt
Cn1ncc2c(N3CCN(c4ccc(Cl)c(Cl)c4)CC3)ncnc21	?	nt
Cc1ccc(SCCC(=O)N2CCC(C(N)=O)CC2)cc1	-3.7%	2.3
Cc1ccc(-n2c(C)cc(C(=O)CSc3n[nH]c(N)n3)c2C)cc1	?	nt
O=C(Cn1c2ccccc2c2nc3n(c(=O)c21)CCS3)N1CCCC1	i	-22.8
O=C(NCCc1ccccc1)C1CCC(CNS(=O)(=O)c2cccs2)CC1 (stereo not given)	1.3%	0.4
O=C(CSc1nnc(CNC(=O)c2c(F)cccc2Cl)o1)NC1CCCC1	?	nt
NS(=O)(=O)c1cccc(NC(=O)CCC(=O)c2cccs2)c1	3.9%	20.2
Cc1cc(C)nc(SCC(=O)Nc2nccs2)n1	i	13.1
Cn1c(N)c(C(=O)COC(=O)Cc2ccc(Cl)cc2)c(=O)n(C)c1=O	?	nt
FC(F)Sc1ccc(NC2=NCCCCC2)cc1	?	nt
CC(C)CCn1c(COc2ccccc2)nn(CCC#N)c1=S	-10.4%	1.4
Cc1ccc(OCCCCN(C)Cc2ccccc2)c(Br)c1	?	nt
Fc1ccc(-n2c(-c3ccco3)n[nH]c2=S)cc1	-11.3%	-11.2
CCCCCN(C(=O)CCC(=O)OCCOc1cccc(Cl)c1)c1c(N)n(CCCC)c(=O)[nH]c1=O	?	nt
O=C(CCCc1c[nH]c2ccccc12)NCc1ccccc1C(F)(F)F	14.2%	16.1
CCOc1ccc(NC(=O)Cc2ccccc2)cc1	?	nt
CCn1cc(CNc2nc3nonc3nc2N2CCCCC2)cn1	-4.8%	-11.2
O=c1c2ccccc2nc2n1CCCS2	11.4%	-9.9
Cc1c([N+](=O)[O-])ccc(S(=O)(=O)N2CCC(C(N)=O)CC2)c1C	0.9%	-10.5
CC(NC(=O)/C(=C/c1ccc2c(c1)OCO2)NC(=O)c1cccc([N+](=O)[O-])c1)C(=O)O (stereo not given)	?	nt
O=C(NCc1ccccc1)c1c(Cl)nc(Cl)c(Cl)c1Cl	0.8%	5.2
Cc1nn(CC(=O)NCC(C)c2ccccc2)c(=O)c2cc(-c3ccccc3)nn12 (stereo not given)	?	nt
O=C(O)c1cc(-c2cccs2)nc2ccc(F)cc12	?	nt
COc1cccc(NC(=O)C(=O)N/N=C/c2ccc3c(c2)OCO3)c1	i	13.9
COc1ccc(-c2[nH]ncc2N=Nc2cc(C)cc(C)c2)cc1	?	nt
COc1ccc(CN2CCNC(=O)C2CC(=O)O)cc1OC (stereo not given)	0.6%	2.0
COc1ccc(-c2nnn(CC(=O)NCc3ccc4c(c3)OCO4)n2)cc1OC	25.5%	13.9
CCO[C@@H]1OC(C(=O)NCc2nc3ccccc3[nH]2)=C[C@H](C)[C@H]1CCCO	-29.0%	-18.5
CC(=O)N1N=C(c2cccs2)CC1c1cccc([N+](=O)[O-])c1 (stereo not given)	?	nt

Reprinted at random: 6 records from the list.
SMILES	Lipid storage S3	Lipid storage S3 cell count max
CCC(C(=O)N1CCN(c2ncccn2)CC1)c1ccccc1 (stereo not given)	7.8%	13.3
O=C(CCCNS(=O)(=O)c1cccs1)N1CCN(c2ccc(F)cc2)CC1	i	nt
CC(C)CCn1c(COc2ccccc2)nn(CCC#N)c1=S	-10.4%	1.4
CN(c1ccccc1)S(=O)(=O)c1ccc(C(=O)NCC2CCCO2)cc1 (stereo not given)	?	nt
CN(C)c1nc(N)nc(CSc2nnnn2-c2ccc(C(=O)O)cc2)n1	?	nt
O=C(Nc1ccccc1)N1CCN(c2nc(-c3ccccc3)ns2)CC1	?	nt

Record cards, from the list above. Order of screens: Lipid storage S3, Lipid storage S3 cell count max
O=C(CCCNS(=O)(=O)c1cccs1)N1CCN(c2ccc(F)cc2)CC1 is listed as i, nt
Cc1cccc(NS(=O)(=O)c2ccc(C(=O)NCC3(N4CCCCC4)CCCCC3)cc2)c1C is listed as 20.2%, nt
CCn1cc(CNc2nc3nonc3nc2N2CCCCC2)cn1 is listed as -4.8%, -11.2
CN(C)c1nc(N)nc(CSc2nnnn2-c2ccc(C(=O)O)cc2)n1 is listed as ?, nt
O=C(Cn1c2ccccc2c2nc3n(c(=O)c21)CCS3)N1CCCC1 is listed as i, -22.8

Later entries.
SMILES	Lipid storage S3	Lipid storage S3 cell count max
COc1ccccc1-c1c(C)oc2cc(OCC(=O)OCc3ccccc3)ccc2c1=O	?	nt
O=C(CSCc1c(Cl)cccc1Cl)N1CCOCC1	-0.1%	3.5
C=CCN(c1ccccc1C(=O)O)S(=O)(=O)/C=C/c1ccccc1	?	nt
CCOC(=O)Cn1nnnc1C(C(C)C)N(Cc1cc2c(C)cc(C)cc2[nH]c1=O)C1CCCC1 (stereo not given)	?	nt
Cc1noc(C)c1CSCC(=O)OCC(=O)NC1CCCCC1	-3.0%	0.3
COc1ccc(S(=O)(=O)N2Cc3ccccc3CC2C(=O)O)cc1 (stereo not given)	?	nt
CC(Sc1ccccc1)C(=O)N1CCN(S(=O)(=O)c2cccc(Br)c2)CC1 (stereo not given)	i	nt
COCCN1C(=O)C(=O)/C(=C(/O)c2ccc(S(=O)(=O)N3CCCCC3)cc2)C1c1ccc(O)c(OC)c1 (stereo not given)	?	nt
O=C(C(=O)N1CCOCC1)c1cn(CCOc2ccccc2)c2ccccc12	?	nt
Cc1c(Cl)cccc1-n1c(SCC(=O)NCc2cccs2)nnc1-c1ccncc1	?	nt
Cc1oc(C(=O)O)cc1CSCc1cc(C(=O)O)c(C)o1	?	nt
Cc1ccc(S(=O)(=O)N2[C@@H](c3ccccc3F)C(C(=O)O)=CC[C@H]2c2ccc(Cl)cc2)cc1	?	nt
Cc1ccccc1CN1CCNC(=O)C1CC(=O)NC1CCCCCCC1 (stereo not given)	-27.4%	-7.9
CN(C)c1nc(N2CCOCC2)nc(N(c2ccccc2)c2ccccc2)n1	?	nt
O=C(N/N=C/c1ccoc1)c1cc(Br)ccc1O	?	nt
Cc1cccc(NC(=O)Nc2ccccc2)n1	-0.2%	-19.9
CCc1ccc(NC(=O)Cn2c3[n+](c4c(F)c(F)ccc42)CCCCC3)cc1	9.9%	nt
Cn1[nH]c(CSc2ccc(Cl)cc2)cc1=O	?	nt
CC(C)(C)NS(=O)(=O)c1ccc(CCC(=O)O)cc1	?	nt
CN(C)C(=O)c1cn(-c2ccccc2)nc1-c1cc2ccccc2oc1=O	?	nt
CCc1nnc(NC(=O)CSc2nnc(C)c(=O)n2N)s1	?	nt
COc1cc(OC)c(S(=O)(=O)NC(C)C)cc1S(=O)(=O)NC(C)C	-2.3%	-0.2
CCOC(=O)c1ccccc1NC(=O)CSc1nc(N)cc(N)n1	7.5%	16.3
O=C1CCCc2[nH]c(-c3ccccc3)nc21	26.1%	nt
CCn1c(COc2ccc(Cl)cc2)nnc1SC1CCc2ccccc2C1=O (stereo not given)	?	nt
O=C(NNC(=O)C1CCN(S(=O)(=O)c2ccc(Cl)cc2)CC1)c1ccncc1	13.2%[9.22 µM]	7.4
CCN(CC(=O)Nc1ccc2c(c1)OCCO2)C(=O)/C=C/c1ccc(OC)c(OC)c1	21.5%	nt
O=C(NC1CC(=O)N(c2cccc(F)c2)C1)C(=O)c1c[nH]c2ccccc12 (stereo not given)	?	nt
COC(=O)CC1=NN(c2ccccc2)C(=O)/C1=C\c1ccc(OC)cc1	?	nt
CN(C)c1ccc(NC(=O)C(=O)NCCOc2ccccc2)cc1	2.6%	3.4
COc1ccc(C(=O)Nc2ccc(Br)cn2)cc1S(=O)(=O)N1CCOCC1	?	nt
CCCn1nnnc1SCC(=O)Nc1ccc(F)cc1	?	nt
Cc1ccc(C)c(Cn2c(=O)n(CCC(=O)NCc3ccco3)c(=O)c3ccccc32)c1	?	nt
O=C(c1ccc(Cl)c(Cl)c1)N1CCOCC1	-2.4%	16.5
NC(=O)c1ccc(NCCc2ccccc2)c([N+](=O)[O-])c1	?	nt
Cc1cc(C)c(C)c(S(=O)(=O)NCC(=O)Nc2ccccc2F)c1C	i	6.4
C/C(=N\NC1=N[C@H]2CS(=O)(=O)C[C@H]2S1)c1ccccc1	?	nt
Cc1ccc(-n2nc(-c3cccnc3)cc2C(=O)N2CCOCC2)c(C)c1	?	nt
CN(C)S(=O)(=O)c1ccc(NC(=O)N2CCN(c3cccc(C(F)(F)F)c3)CC2)cc1	?	nt
COc1ccc(C2CC(c3ccccc3)Nc3ncnn32)cc1 (stereo not given)	?	nt
COc1ccc(NC(=O)N2CCN(c3ccc([N+](=O)[O-])cc3)CC2)cc1OC	?	nt
Cc1cc(C)cc(OC(=O)CS(=O)c2ccc(C(F)(F)F)cc2[N+](=O)[O-])c1 (stereo not given)	?	nt
COc1cc(/C=C/C(=O)c2ccc(C)cc2)ccc1OCC#N	?	nt
COc1ccc(NC(=S)N(CCc2ccc(OC)c(OC)c2)Cc2ccccn2)cc1	?	nt
Cc1cc(=O)oc2ccc(OCC(=O)N3CCc4ccccc43)cc12	20.5%	3.1
CCOc1ccc(NC(=S)Nc2cc(C)[nH]n2)cc1	?	nt
Cc1ccc(-c2nc(-c3cccnc3)no2)c(C)c1	?	nt
N=C1c2ccccc2CN1NC(=O)CC12CC3CC(CC(C3)C1)C2	?	nt
COc1ccc(CCn2c(C)c(C(C)=O)c3cc(OC(=O)c4ccco4)ccc32)cc1OC	?	nt
COc1ccc(Cl)c(NC(=O)Cn2nnc(-c3ccccc3N)n2)c1	8.8%	-28.5
CCN1CCN(C(=O)c2cn(CCOC)c(=O)c3c2c2ccccc2n3C)CC1	i	nt
CCN(CC)C(=O)C(C)OC(=O)COc1ccc(Cl)cc1Cl (stereo not given)	-21.8%	nt
COc1cc(OC)c(NC(=O)c2ccco2)cc1Cl	?	nt
O=C(CN1C(=O)S/C(=C\c2ccc(O)c([N+](=O)[O-])c2)C1=O)Nc1ccc(N2CCOCC2)cc1	?	nt
CC(C)c1ccc(S(=O)(=O)N2CCN(C(C)C(=O)N3CCCC3)CC2)cc1 (stereo not given)	?	nt
CCCCCOc1ccc(C(=O)N(Cc2ccco2)C2CCS(=O)(=O)C2)cc1 (stereo not given)	?	nt
FC(F)Oc1ccc(-c2c[n+]3c(n2-c2ccccc2)CCCCC3)cc1	24.0%	-9.7
O=C(NCCN1CCOCC1)c1ccc(CSc2nc3ccncc3n2Cc2ccc(F)cc2)cc1	?	nt
O=C1CCN(Cc2ccc([N+](=O)[O-])cc2)CCN1[C@H](CO)Cc1ccccc1	i	15.9
